# Assay outcomes deposited in PubChem BioAssay by several laboratories.
# STEP block – STEP phosphatase inhibitors, primary screen, biochemical, fluorescence intensity, uHTS. recombinant STEP, OMFP fluorogenic substrate. inhibition, % at 20 µM. Tyrosine-protein phosphatase non-receptor type 5 (Homo sapiens), P54829. hit rate 0.25% among 360,000;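 active = inhibition at 20 µM, scaled per plate between control wells, above about 37%, limit read from the data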;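 note: 0% = DMSO with enzyme and substrate and 100% = substrate only without enzyme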
#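 Assay system: isolated STEP enzyme / Timing: 20 min at room temperature, dark / Doses: 20 µM, 1% DMSO / Technique: fluorescence intensity, excitation 480 nm, emission 540 nm / Reagent: fluorogenic phosphatase substrate OMFP at 25 µM final / Measure: percent inhibition scaled to no-enzyme and uninhibited-enzyme controls, plate-pattern corrected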
# DNMT1 inh – human DNMT1 methyltransferase inhibitors, primary screen, biochemical, molecular beacon, fluorescence, HinP1I cleavage, uHTS; AID 588458, 2011; inhibition (reported as % activation of signal), % at 10 µM; hit rate 0.83% among 360,000; DNA (cytosine-5)-methyltransferase 1 (Homo sapiens), P26358; in the data active = inhibition above about 50%
# Neddyl block – inhibitors of cullin neddylation, primary screen, biochemical, TR-FRET, uHTS, NAE and Ubc12 | NEDD8-conjugating enzyme Ubc12 (Homo sapiens) + NEDD8-activating enzyme E1 regulatory … | calls only at 25 µM | hit rate 0.58% among 360,000; in the data active = inhibition above about 36%
# Target sequence (P61081 whole entry, looked up): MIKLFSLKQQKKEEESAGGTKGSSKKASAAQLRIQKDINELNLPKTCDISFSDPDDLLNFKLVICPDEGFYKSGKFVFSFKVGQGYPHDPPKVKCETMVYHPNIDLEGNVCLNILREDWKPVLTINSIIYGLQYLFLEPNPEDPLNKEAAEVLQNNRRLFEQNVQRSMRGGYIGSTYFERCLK
# Target sequence (Q13564 whole entry, looked up): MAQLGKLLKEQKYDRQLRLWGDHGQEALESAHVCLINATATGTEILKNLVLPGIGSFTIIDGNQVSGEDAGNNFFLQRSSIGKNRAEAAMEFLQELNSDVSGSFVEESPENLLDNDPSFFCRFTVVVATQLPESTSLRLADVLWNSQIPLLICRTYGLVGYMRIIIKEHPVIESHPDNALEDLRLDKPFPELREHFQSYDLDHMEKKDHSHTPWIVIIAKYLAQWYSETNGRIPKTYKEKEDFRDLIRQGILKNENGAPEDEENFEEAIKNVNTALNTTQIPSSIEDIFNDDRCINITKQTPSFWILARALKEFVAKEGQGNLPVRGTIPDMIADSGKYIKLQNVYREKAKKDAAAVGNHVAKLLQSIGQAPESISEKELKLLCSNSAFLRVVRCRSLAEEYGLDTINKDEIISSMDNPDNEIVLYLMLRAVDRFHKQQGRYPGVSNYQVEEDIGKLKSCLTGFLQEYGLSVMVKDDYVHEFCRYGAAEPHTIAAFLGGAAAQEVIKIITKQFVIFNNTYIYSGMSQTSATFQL
# NRP1-CendR mod – modulators of CendR peptide binding to NRP-1, primary screen, biochemical, fluorescence polarization, uHTS. Neuropilin-1 (Homo sapiens), O14786. FAM-RPARPAR peptide binding to NRP-1. inhibition, % at 25 µM. hit rate 0.85% among 360,000. AID 602438, 2012;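 active = inhibition or corrected inhibition above about 18%, plus a signal ratio from 0.5 to 1.5, limit read from the data, passing the limit was not always enough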; note: strong numbers were not always called active
# LMPTP inh – LMPTP phosphatase inhibitors, primary screen, biochemical, fluorescence intensity, uHTS; AID 651560, 2012; inhibition, % at 20 µM; hit rate 0.22% among 360,000; recombinant LMPTP-A, OMFP fluorogenic substrate;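 active = compounds that cut the enzyme signal by at least half of the control window in the single-dose screen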;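 note: plate controls were DMSO wells with enzyme plus substrate for no effect and substrate without enzyme for full effect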
# Target sequence (P24666 whole entry, looked up): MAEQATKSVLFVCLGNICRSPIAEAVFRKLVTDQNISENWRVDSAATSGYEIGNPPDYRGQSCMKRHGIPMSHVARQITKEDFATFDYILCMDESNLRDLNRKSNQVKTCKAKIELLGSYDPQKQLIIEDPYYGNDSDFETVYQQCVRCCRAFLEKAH
#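 Assay system: LMPTP-A enzyme. Input: 0.625 nM LMPTP-A final. Probe or stimulus: 400 µM OMFP. Compound dosing: single 20 µM dose. Schedule: 50 min dark incubation at room temperature. Detection: fluorescence intensity of OMFP turnover product. Read-out: percent inhibition versus substrate-only and uninhibited controls. Benchmarks: no-enzyme low control, uninhibited high control.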
# SUMO1 PPI mod – modulators of SUMO1 protein-protein interactions, primary screen, biochemical, uHTS. AID 602429, 2012. hit rate 0.33% among 360,000. SUMO1 binding to a labelled peptide, TR-FRET, 1 h. inhibition, % at 20 µM. Small ubiquitin-related modifier 1 (Homo sapiens), P63165; in the data active = inhibition above about 37%
# Target sequence (P63165 whole entry, looked up): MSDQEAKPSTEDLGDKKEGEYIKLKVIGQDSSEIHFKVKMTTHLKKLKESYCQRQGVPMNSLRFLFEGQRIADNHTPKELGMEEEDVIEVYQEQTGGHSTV
# Tb MetRS inh – T. brucei MetRS inhibitors, primary screen, biochemical, luminescence | hit rate 0.4% among 360,000 | AID 624268, 2012 | methionyl-tRNA synthetase (Trypanosoma brucei brucei) | purified T. brucei MetRS, ATP depletion, Kinase-Glo luminescence | inhibition, % at 11.9 µM;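 active = inhibition above a per-plate cutoff of the control wells' mean inhibition plus 3 SD, cut at about 5.5% in these data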;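 note: 0% = DMSO wells median and 100% = median of wells with control inhibitor compound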
#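 technique = Kinase-Glo luminescence, ATP depletion format | system = purified MetRS (methionyl-tRNA synthetase) enzyme from Trypanosoma brucei | timing = 15 min preincubation, 2 h reaction, all 25 °C | evaluation = percent inhibition versus plate control medians | dosing = single dose, 11.9 µM final nominal, 0.9% final DMSO | also added = substrates ATP, L-methionine and bulk Escherichia coli tRNA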
# NadD block – inhibitors of S. aureus NadD, primary screen, biochemical, colorimetric, uHTS | AID 602399, 2012 | purified NadD enzyme, colorimetric absorbance read-out | inhibition, % at 20 µM | hit rate 0.78% among 360,000 | Nicotinate-nucleotide adenylyltransferase NadD (Staphylococcus aureus N315); in the data active = inhibition above about 26%; note: some compounds past the cut are filed as inactive
# SKN-1 block – suppressors of acrylamide-induced Pgst-4::GFP reporter in worms, primary screen, SKN-1 inhibitor project, whole organism, uHTS, GFP/RFP fluorescence ratio, strain VP596; C. elegans VP596 Pgst-4::GFP/RFP ratio, 24 h; inhibition, % at 21.8 µM; hit rate 0.49% among 360,000; AID 624304, 2012;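 active = interference check ratio from 0.5 to 1.5 plus GFP to RFP signal ratio inhibition reaching or exceeding a fixed threshold, cut at about 30% in these data, passing the limit was not always enough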; note: some compounds called inactive have numbers as strong as hits
# Scp-1 inhibitor – Scp-1 phosphatase inhibitors, primary screen, biochemical, colorimetric, uHTS. Carboxy-terminal domain RNA polymerase II polypeptide A small phosphatase 1 (Homo …. Recombinant Scp1, phosphopeptide, malachite green phosphate absorbance. inhibition, % at 20 µM. hit rate 0.88% among 340,000. AID 493091, 2011;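 active = inhibition above about 50% at 20 µM, limit read from the data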;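 note: plate controls were DMSO wells with enzyme for no effect and wells lacking enzyme for full effect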
#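 Times: enzyme reaction 45 min at room temperature, colour 5 min, stabilisation 30 min. Material: SCP-1 catalytic fragment, aa 76-261. Medium: Acidic Tris acetate buffer with magnesium and detergent. Signal: colorimetric free-phosphate detection, absorbance 630 nm. Read-out basis: % inhibition of SCP-1 phosphate liberation. Reagent: Phosphorylated 17-residue peptide substrate.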
# * = called active by the depositor; i = inactive; x = not tested or not shown; + = active, no number. Hits appear at their usual frequency; any-hit rate near 4.6%.
SMILES,STEP block,DNMT1 inh,Neddyl block,NRP1-CendR mod,LMPTP inh,SUMO1 PPI mod,Tb MetRS inh,NadD block,SKN-1 block,Scp-1 inhibitor
C=CCN(C)NC(=O)Nc1ccccc1,0.5,1.1,i,-1.4,0.5,2.5,-0.1,-0.2,-0.5,-6.9
Cc1cccc(-c2nnc(SCC(=O)Nc3cccc(C(=O)N4CCOCC4)c3)n2C)c1,3.8,-0.8,i,14.7,-3.7,-0.5,-0.3,-0.1,11.7,-2.5
COc1ccc(C(=O)COC(=O)/C=C/c2ccccc2[N+](=O)[O-])cc1,0.8,-1.5,i,-3.0,2.2,-31.4,-0.1,2.9,7.1,-13.4
COc1ccc(CNc2nc3ccccc3n2C)c(OC)c1,0.0,-0.5,i,-1.7,0.0,4.2,0.1,-1.7,-9.0,-7.4
CS(=O)(=O)Nc1ccc(C(=O)NCc2ccccn2)cc1,-1.1,0.3,i,0.3,-2.6,-1.0,0.5,0.2,2.9,-7.7
CCn1c(SCc2ccccc2)nnc1-c1cccnc1,0.1,0.3,i,0.2,-2.2,-4.1,-0.3,-1.5,-4.1,-4.6
COc1ccc(NC(=S)N2CCCCC2c2cccnc2)cc1 (centres undefined),2.2,-6.7,i,4.9,-1.1,0.3,-0.3,-1.4,-3.3,5.8
CCCCCSc1nnc(-c2ccccc2NC(C)=O)c(=O)[nH]1,1.3,-3.5,i,-9.2,1.4,8.5,-0.2,10.0,6.1,-1.9
CCC1(c2ccccc2)C(=O)N(C(=O)OC(C)(C)C)N1C(=O)OC(C)(C)C (centres undefined),3.0,9.5,i,18.2,0.8,1.2,0.1,-1.2,20.4,-11.2
CC(C)C(=O)Nc1ccc(N2CCCC2)cc1,-7.0,-12.4,i,-31.2,5.5,-10.8,-0.5,19.8,15.2,4.6
CC1CCN(C(=O)CCc2nnc3ccc(N4CCC5(CC4)OCCO5)nn23)CC1,-0.7,5.4,i,15.2,-0.1,-4.5,-0.6,-6.1,6.9,-8.5
O=c1[nH]c(-c2ccccc2)ncc1Oc1ccccc1,-2.7,1.6,i,9.6,-1.2,3.5,-0.5,-4.5,-14.1,-5.0
CC(NC(=S)Nc1ccccc1Cl)C(c1ccccc1)N1CCOCC1 (centres undefined),0.7,7.6,i,8.4,-1.9,2.5,-0.6,1.5,2.1,3.5
CCc1ccccc1OCC(=O)Nc1ccc(S(N)(=O)=O)cc1,4.3,-3.0,i,11.4,-0.2,-3.1,-0.1,-3.8,-29.6,-9.7
O=C(Nc1ccncc1)Nc1ccc(Br)cc1Cl,1.5,1.9,i,-11.1,4.6,3.9,0.0,-6.4,-17.5,-10.5
CCOc1ccc(-c2nc(CSc3nncs3)cs2)cc1OC,1.9,-0.9,i,0.4,-0.6,-10.2,0.0,-4.9,10.6,-8.0
Cc1cc(C)cc(OCc2nnc(SCC(=O)c3ccc(Br)cc3)o2)c1,5.9,-2.8,i,-9.1,4.0,0.5,-1.5,0.5,5.3,-15.7
Cc1ncc(CN2CCCC(C(=O)Nc3ccc(-c4cccc(F)c4)cc3)C2)s1 (centres undefined),0.1,-1.5,i,1.4,1.6,2.5,-0.1,-3.5,6.6,-5.5
C=CCNC1=C(Cl)C(=O)N(c2ccccc2Cl)C1=O,0.6,-2.4,i,-2.8,0.2,-12.2,-0.3,-4.1,18.3,-6.3
CCOC(=O)[C@]12CCC=C1N(Cc1cccc3ccccc13)C(=O)[C@H](CC(=O)NCc1cccs1)C2,x,x,i,-3.9,1.3,5.1,-0.8,-2.0,13.8,x
CCC1(C)CC(CC(=O)O)(c2ccccc2OC)CCO1 (centres undefined),-5.0,0.5,i,14.2,-1.5,1.2,-1.2,-1.4,11.1,-3.1
C=CCn1cccc(C(=O)Nc2cc(OC)c(OC)c(OC)c2)c1=O,1.2,5.4,i,4.2,5.3,-1.3,-1.6,-0.7,0.8,-4.5
O=C(NNC(=O)c1cc2ccccc2cc1O)c1cccs1,-0.5,3.0,i,6.8,0.7,-14.7,-0.3,-3.7,18.2,-16.6
COc1cc(S(=O)(=O)n2nc(C)cc2C)c(OC)cc1Cl,-2.0,7.7,i,-3.5,-0.8,-1.2,-1.5,-1.9,-7.4,13.0

# Limited to NadD block and LMPTP inh, for 3 of the compounds above:
Structure,NadD block,LMPTP inh
CCc1ccccc1OCC(=O)Nc1ccc(S(N)(=O)=O)cc1,-3.8,-0.2
CCC1(C)CC(CC(=O)O)(c2ccccc2OC)CCO1 (centres undefined),-1.4,-1.5
Cc1ncc(CN2CCCC(C(=O)Nc3ccc(-c4cccc(F)c4)cc3)C2)s1 (centres undefined),-3.5,1.6

# More records follow:
SMILES,STEP block,DNMT1 inh,Neddyl block,NRP1-CendR mod,LMPTP inh,SUMO1 PPI mod,Tb MetRS inh,NadD block,SKN-1 block,Scp-1 inhibitor
CCCc1ccc(-c2cc(C(=O)NCCc3ccc(S(N)(=O)=O)cc3)c3ccccc3n2)cc1,-1.1,-1.1,i,-10.4,3.2,-0.9,-0.6,27.3,-6.3,-0.3
COc1ccc(Cl)cc1NC(=O)C(C)OC(=O)c1ccc(NS(=O)(=O)c2ccc3[nH]c(=O)[nH]c3c2)cc1 (centres undefined),-1.3,-24.9,i,10.3,3.8,18.6,0.3,36.4*,18.9,-14.0
N/C(=N\OC(=O)Nc1ccccc1)c1ncc([N+](=O)[O-])s1,-0.1,-6.7,i,-2.1,-0.7,-34.4,0.3,-4.2,-2.8,29.2
Cn1cc(SCC(=O)Nc2ccc3c(c2)OCCO3)c2ccccc21,-1.6,-9.1,i,3.6,-0.5,2.6,0.1,-2.9,11.9,-15.6
Cc1cc(-n2c(=S)sc3c(=O)n(-c4ccc(F)cc4)c(SCC(=O)O)nc32)ccc1Cl,0.4,-2.7,i,-0.4,0.0,5.8,-0.6,-2.5,-7.8,-6.8
CC(C)c1onc(C(=O)N2CCCCCC2)c1[N+](=O)[O-],-4.0,1.9,i,3.6,-0.6,-3.6,-0.6,-2.2,-0.3,-3.7
COc1cc(OC)cc(-c2nnc(SCC(=O)N3CCCc4ccccc43)o2)c1,1.7,-2.1,i,-13.4,0.8,0.3,-1.4,-7.8,14.7,20.5
CCC(C)NC(=O)c1ccc(CSCc2cccc(F)c2)o1 (centres undefined),1.2,0.2,i,-0.9,-0.8,1.9,-0.5,3.6,-29.2,0.0
Brc1ccc(OCCCOc2cccc3cccnc23)cc1,1.7,-2.0,i,8.5,3.5,0.0,-0.2,0.3,1.9,3.0
Cc1ccccc1-c1nc2ccccc2c(=O)n1C1CCS(=O)(=O)C1 (centres undefined),3.0,1.7,i,-11.8,-0.9,-4.8,-0.4,1.0,6.4,-3.0
Cc1cc(C)cc(NC(=O)CSc2nc3c(c(=O)n2C)SC(C)C3)c1 (centres undefined),-1.0,-2.4,i,-2.0,1.2,-8.0,-0.3,11.2,-10.2,-9.1
Cc1ccc(-c2nnc(SCC(=O)N/N=C/c3c(C)nn(-c4ccccc4)c3C)n2-c2ccc(C)cc2)cc1,-0.1,-19.4,i,3.0,5.8,2.5,0.1,30.1*,1.4,1.6
Cc1nn(C)cc1/C=N\NC(=O)Cc1ccc([N+](=O)[O-])cc1,-0.6,-5.3,i,16.6,-0.8,-10.9,0.4,0.3,8.5,-8.3
O=C1NC[C@H](CCCCN2CCN(CCc3ccc(O)cc3)C(=O)C2=O)N(CCC2CCCCC2)C1=O,x,x,i,4.9,-0.8,4.0,-0.4,10.9,-0.6,x
COc1cc(OC)c(OC)cc1CN1CCCC(C(=O)c2sccc2C)C1 (centres undefined),-0.4,2.1,i,-4.4,-2.9,-8.7,-0.2,-9.4,-6.7,0.8
COc1ccc(S(=O)(=O)Nc2ccc(F)c(F)c2)cc1C(=O)N1CCOCC1,-2.3,-2.9,i,1.9,-0.1,-1.7,0.2,-5.1,-3.8,14.4
CCC(CCNC(=O)c1ccccc1)(CCNC(=O)c1ccccc1)[N+](=O)[O-],-0.5,7.1,i,1.3,-0.1,-2.4,-0.4,-2.4,9.0,4.7
Cc1ccc(O)c(NC(=O)CCCC(=O)O)c1,-2.0,2.0,i,-25.7,-0.8,2.5,-0.4,3.2,-1.3,-1.1
COc1cc(C2/C(=C(\O)c3ccc4c(c3)OCCO4)C(=O)C(=O)N2Cc2ccco2)cc(OC)c1OC (centres undefined),3.7,-0.9,i,-19.1,2.7,-2.1,-0.4,9.5,-2.7,-8.3
CC(NC(=O)CN(C)CC(=O)Nc1ccc(F)c(F)c1F)c1ccccc1 (centres undefined),-1.4,5.1,i,-5.4,-1.7,-2.6,-0.3,-2.0,3.6,-1.1
N=c1c2c3c(sc2ncn1N)CCC3,4.3,-0.9,i,9.9,1.4,4.4,0.1,-7.8,3.3,-7.9
CCNC(=S)N(CCN(CC)CC)Cc1cc2cc3c(cc2[nH]c1=O)OCCO3,3.7,-2.9,i,-13.1,-1.2,-3.9,-0.8,-6.8,-0.8,5.5
Cc1ccc(C2/C(=C(/O)c3cnn(-c4ccccc4)c3C)C(=O)C(=O)N2CCN2CCOCC2)o1 (centres undefined),-1.3,-6.6,i,-6.9,-1.8,-4.2,-1.2,1.2,4.0,-8.1
C=CCOc1ccc2c(CC)cc(=O)oc2c1C,-1.7,6.8,+,-4.8,0.3,-0.1,-0.8,-4.2,72.5*,-9.4
C=CCc1ccccc1OCC(O)CN1CCOCC1 (centres undefined),1.4,1.3,i,0.8,-3.5,1.8,-0.1,-2.8,7.4,-10.5
